Bioassay records: PubChem BioAssay, National Center for Advancing Translational Sciences (NCATS)
GoLoco inh red: blocks human Gai1 binding to RGS12 GoLoco peptide, red readout; Gai1:RGS12 GoLoco peptide FP, rhodamine, 10 min; Potency, µM (series often up to 61.6 µM), for inactives: at the top dose activity, negative = inhibition, usual class: inhibitors; 0.44% of 230,000 active; active = well fitted inhibition curve with a large enough effect, not every such curve was filed as active; inactive = no such curve, though single readings can be large or run the other way; note: % is set by controls: 0 for no effect and ±100 for the full control effect; nearly all actives have a fitted effect of over 30% in size; many of its hits are not listed in these tables
Target sequence (P63096 whole entry, looked up): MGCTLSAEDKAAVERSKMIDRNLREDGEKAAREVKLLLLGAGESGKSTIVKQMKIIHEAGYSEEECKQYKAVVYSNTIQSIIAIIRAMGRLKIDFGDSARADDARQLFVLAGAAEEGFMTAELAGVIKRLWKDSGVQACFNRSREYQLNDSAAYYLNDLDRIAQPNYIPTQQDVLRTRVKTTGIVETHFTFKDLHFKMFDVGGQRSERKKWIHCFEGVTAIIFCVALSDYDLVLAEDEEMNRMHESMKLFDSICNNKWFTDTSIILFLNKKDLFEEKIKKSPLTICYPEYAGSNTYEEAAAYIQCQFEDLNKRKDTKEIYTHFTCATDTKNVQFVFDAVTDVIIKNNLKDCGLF
GAA spleen mod: inhibits or activates alpha-glucosidase in human spleen homogenate. P10253. human spleen homogenate, 4-MU-alpha-glucoside fluorescence. 0.006% of 240,000 active. Potency, µM (top dose mostly 79.9 µM), for inactives: at the highest dose activity change, negative = inhibition, usual class: inhibitors;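 note: 0% = enzyme with vehicle and -100% = no enzyme basal signal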
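Compounds were titrated against alpha-glucosidase in spleen homogenate at pH 5.0, with 1 mM 4-methylumbelliferyl substrate for 40 min at 37 C. Reactions were quenched with pH 10 NaOH/glycine and fluorescence measured.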
IMPase Li inh: cell-permeable IMPase inhibitors with lithium potentiation | AID 1457 | 0.35% of 210,000 active | CHO-M1 cells, IP1 TR-FRET (IP-One), carbachol + lithium | Potency, µM (highest dose often 59.4 µM), for the others: at the top dose activity, negative = IMPase inhibition, hits mostly inhibitors;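 note: IP1 builds up when IMPase is blocked and the TR-FRET signal falls; plate controls were basal vehicle for no effect and high inhibitor control for full effect; nearly all actives have a fitted effect of over 50% in size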
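CHO-M1, 2000 cells/well, 16–30 h culture; cpd + low Li+, 30 min 37C; lysis with d2-IP1/Eu-anti-IP1 Ab, 10 min RT; TR-FRET 665/620 ratio and 620 channel; AC50 via Hill.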
GAA inh: blocks human lysosomal alpha-glucosidase | 0.005% of 200,000 active | Potency, µM (series often up to 76.9 µM), inactives show top-dose activity change, negative = inhibition, usual class: inhibitors | P10253 | purified human GAA, 4-MU-alpha-glucoside fluorescence;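 note: plate controls were uninhibited enzyme wells for no effect and no-enzyme background for full effect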
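Human alpha-glucosidase, 4 nM, pre-mixed with test compounds before 400 uM 4-methylumbelliferyl substrate; 20 min room temperature at pH 5.0. Fluorescence read after pH 10 stop; AC50 values from Hill-equation fits.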
HttQ103 aggreg: reduces HttQ103-GFP aggregates in PC12 cells. PC12 HttQ103-GFP aggregates, Acumen cytometry, 40 h. Potency, µM (doses to about 46.1 µM), for inactives: top-dose activity change, negative = inhibition, actives largely listed as inhibitors. 1.1% of 220,000 active; note: % is set by controls: 0 for no effect and ±100 for the full control effect; nearly all actives have a fitted effect of over 60% in size
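Ecdysone-promoter PC12 model expressing HTT exon 1 Q103 fused to GFP, induced by tebufenozide at 100 nM final. Compounds titrated; aggregates sized 1–25 µm scored on a 488 nm laser cytometer.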
HTT ATP protect: protects HTT-Q103 PC12 cells, measured by ATP. PC12 HTT-Q103 induced, cytoprotection, ATP luminescence, 40 h. Potency, µM (titrated, usually from 56.4 µM), inactives show cytoprotection (ATP increase), usual class: activators. 0.14% of 230,000 active. AID 1471;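 note: % of control where 0% means no effect; nearly all actives have a fitted effect of over 45% in size; toxic huntingtin expression switched on by the ecdysone agonist tebufenozide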
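Compounds added alongside 100 nM tebufenozide, which induces toxic Q103 huntingtin exon 1-GFP in stable PC12 cells; surviving cells quantified by luminescent ATP measurement. Medium: phenol red-free DMEM, 5% equine and 5% calf serum.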
GAA glycogen: inhibitors or activators of human alpha-glucosidase glycogen cleavage | P10253 | recombinant GAA, glycogen substrate, Amplex Red glucose oxidase fluorescence | Potency, µM (series often up to 76.4 µM), for inactives: top-dose activity change, negative = inhibition, usual class: inhibitors | 0.38% of 300,000 active;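 note: 0% = full enzyme reaction and -100% = no-enzyme basal signal; the screen sought inhibitors and activators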
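qHTS, 1536-well; enzyme 4 nM final; cpd up to 77 uM; substrate bovine liver glycogen 30 ug; 50 mM citrate/phosphate pH 5.0, 0.01% Tween-20; 37 C, 40 min; Amplex Red detection 45 min RT; Hill fit → AC50.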
* hit, by the source's call; ? = inconclusive; · = no result given; & = joins results of further samples; [ ] = dose if it differs, or a comment. Unless noted, calls come from the whole dose curve; as a rule, active = well fitted curve in the direction sought with a large enough effect; inconclusive = small, poorly fitted or top-dose-only effect, or another doubt; inactive = no such curve, though single readings can be large; an effect the other way counts as inactive or inconclusive. Potency is the fitted concentration of half-maximal effect.

SMILES,GoLoco inh red,GAA spleen mod,IMPase Li inh,GAA inh,HttQ103 aggreg,HTT ATP protect,GAA glycogen
Nc1scn[n+]1Cc1cccc2cccnc12,-8%,-2%,·,·,-5%[9.22 µM],14%[10 µM],5%
O=C(COC(=O)/C=C/c1ccc(Cl)cc1Cl)Nc1cc(C(F)(F)F)ccc1N1CCOCC1,5%,-5%,-7%,7%,-12%,4%[10 µM],6%
Cc1ccc(C2=NN(C(=O)CCCC(=O)O)C(c3ccco3)C2)cc1 (centres undefined),26%,5%,6%,-13%,3%[9.22 µM],-10%[10 µM],-3%
COc1ccc(CN2CCOCCOCCOCCOCCOCC2)cc1,2%,6%,·,-10%[15.4 µM],9%[9.22 µM],4%[10 µM],9%
COc1ccc(-c2cc(=O)[nH]c(NCc3ccccc3)n2)cc1,13%,2%,13%[38.3 µM],-2%,4µM*,-6%[0.074 µM],6%
N#C/C(=C\c1ccc(C(=O)O)cc1)c1ccccn1,11%,·,-11%,0%,-26%,-13%,2%
O=C(Nc1c2c(nc3ccccc13)CCCC2)c1ccccc1Cl,4%,-4%,6%,-9%,10%,25%[10 µM],-5%
O=S(=O)([N-]c1nc2ccccc2nc1-[n+]1ccccc1)c1ccc(F)cc1,5%,0%,-2%,2%,11%,-3%,-2%
Cc1nc(Oc2ccccc2)c2oc3ccccc3c2n1,8%,-9%,-4%[38.3 µM],2%,16%,11%[10 µM],-11%
CS(=O)(=O)NCC(c1cccnc1)N1CCN(c2ccc(F)cc2)CC1 (centres undefined),-5%,1%,2%,-12%,8%,-20%[10 µM],-13%
CN1CCN(C(=O)c2cnn3c2NC(c2ccccc2)CC3C(F)(F)F)CC1 (centres undefined),5%,-2%,10%,13%,23%,-28%,25%
Cc1cccc2sc(NC(=O)CCNS(=O)(=O)c3cccs3)nc12,-6%,8%,4%[38.3 µM],-11%,?,-9%,-8%
Cc1ccc(S(=O)(=O)NCc2ccc(C(=O)NCc3cccnc3)cc2)cc1,-5%,-5%,11%,-1%,0%,·,21%
CC1CC(C)CN(S(=O)(=O)c2ccc3c(c2)n(C)c(=O)c(=O)n3C)C1 (centres undefined),-16%,-3%,·,-4%[15.4 µM],0%[9.22 µM],17%[10 µM],3%
CCN(CC(=O)NCc1ccc(Cl)cc1)S(=O)(=O)c1ccc(NC(C)=O)cc1,6%,-8%,4%,-2%,1%,-19%,0%
CC(C)(C)NC(=O)COC(=O)CCC(=O)c1ccc(Cl)cc1,5%,9%,17%,4%,27%,-3%[10 µM],7%
CCOc1ccc(-c2nc(N)ncc2-c2ccc(OC)cc2)c(O)c1,2%,-5%,5%,-4%,-12%,·,2%
Cc1cccc(C)c1OCC(O)CN(Cc1ccccc1O)C1CCCCC1 (centres undefined),4%,3%,23%,-2%,-12%,-35%[inhibitor],4%
O=C(CSc1nc2[nH]ncc2c(=O)n1-c1ccccc1)c1ccc2c(c1)OCCO2,7%,-6%,17%[38.3 µM],-5%,-32%,-23%,-3%
COC(=O)N/N=C/c1sc(N2CCCCC2)nc1-c1cccs1,107%[activator],3%,11%,-3%,?,·,-14%
CCOC(=O)C1=NN(c2ccc(Cl)cc2)C(=O)C1,2%,4%,·,·,21%[9.22 µM],-4%[10 µM],3%
COc1ccc(NC(=O)[C@@H]2[C@@H]3C(=O)N(C4CCCCC4)C(=O)[C@@H]3C3c4ccccc4C=CN32)cc1 (some centres undefined),80%[activator],-7%,28%[38.3 µM],-5%,-16%,-13%,7%
COC(=O)CCCC1=CC2=C(c3ccccc3)C(=O)C(C)(OC(=O)C3CCCC3)C(=O)C2=CN1C1CCCCC1 (centres undefined),9%[14.2 µM],3%[17.4 µM],3%,·,5%[9.22 µM],-23%&-12%[10 µM],1%
COc1cccc(C2CC(c3cccc(Br)c3)n3nc(N)nc3N2)c1 (centres undefined),-1%,-10%,31%[activator][38.3 µM],-1%,12%,-9%[10 µM],6%
O=C(NC(=S)Nc1ccc(N2CCCC2)cc1)c1ccccc1[N+](=O)[O-],-100%,-9%,4%,5%,28%,·,-1%
CCN(CC)CCSc1nnc2c3ccccc3n(Cc3ccccc3)c2n1,11%,11%,·,·,21%[9.22 µM],16%[10 µM],-6%
CCc1noc(C)c1C(=O)Nc1sc(C(=O)N(C)C)c(C)c1C(=O)OC,5%,-4%,4%[38.3 µM],-6%,-8%,-18%,-5%
CC1CCN(C(=O)C2CCN(S(=O)(=O)c3cccc4nonc34)CC2)CC1,1%,0%,7%[38.3 µM],0%,-2%,-17%,5%
CC(C)(C)S(=O)(=O)/C(C#N)=N/Nc1ccc(S(N)(=O)=O)cc1,9%,-3%,5%,-12%,-5%,-22%,-5%
Cc1cccc(N=C2NC(=O)c3cc([N+](=O)[O-])ccc32)c1,11%,-9%,-6%,3%,-22%,-22%,4%
CN1CC(=O)NC1=NC(=O)C12CC3CC(CC(C3)C1)C2,1%,-3%,-4%[38.3 µM],-5%,0%,-7%,-9%
COc1ccc(N(CC(O)Cn2cnc3ccccc32)S(=O)(=O)c2ccc(C)cc2)cc1 (centres undefined),1%,-6%,11%,-6%,-18%,-22%[10 µM],14%
Cc1ccc(-n2nnc3c(=O)n(CC(=O)NCC4CCCO4)cnc32)cc1 (centres undefined),3%,5%,4%[38.3 µM],-4%,-3%,?,5%
COCCCn1c(SCC(=O)NC2CCCC2)nnc1-c1ccco1,-1%,4%,2%[38.3 µM],9%,-4%,10%,3%
Cc1nc2ccc(Cl)cc2c(-c2ccccc2F)c1CC(=O)O,6%,-1%,-21%,-2%,-15%,1%[10 µM],15%
N=c1nc(SCCC(=O)O)ss1,-2%,1%,17%[38.3 µM],?,12%,-3%[10 µM],4%
O=C1C2CCCN2C(c2ccc(F)cc2)N1c1cccc(Cl)c1 (centres undefined),4%,9%,11%[38.3 µM],5%,12%,4%,-9%
CCOCCCNC(=O)c1ccc(NC(C)=O)cc1,5%,-5%,32%[38.3 µM],1%,10%,-16%,0%
O=C1CC(Nc2ccccc2)C(=O)N1CCc1ccccc1 (centres undefined),3%,1%,21%[38.3 µM],?,-10%,23%,2%
CN(C)c1ccc(/C=N/NC(=O)c2ccccc2O)o1,-13%,6%,12%,2%,-16%,3%,?
Cc1cc(C)nc(Nc2ccc(N3CCCC3)cc2)n1,25%,-5%,25%[38.3 µM],-3%,-19%,-25%,?
O=S1(=O)CC(O)C(NCCO)C1 (centres undefined),-4%,·,-6%,-8%,1%,-14%,4%
CCOC(=O)c1snc2c(=O)[nH]cnc12,-4%,12%,-4%[38.3 µM],?,-11%,-9%,-5%
O=C(NN=C1c2ccccc2-c2ccccc21)c1ccccn1,-12%,-3%,2%[38.3 µM],-5%,-11%,-30%,0%
COc1cc(CNCc2ccccc2)cc(Cl)c1OC,10%,2%,5%,-1%,19%[9.22 µM],-26%,4%
Cc1ccc(S(=O)(=O)N2CCCCC2)cc1NC(=O)COC(=O)C1=COCCO1,6%,0%,3%,-8%,1%,-6%,5%
CCOC(=O)N1CCC(NC(=O)CSCc2nc(-c3sccc3C)oc2C)CC1,14%,10%,-6%[38.3 µM],-19%,-17%,-30%,-14%
CCC(CC)C(=O)Nc1cccc(C(=O)Nc2ccc(S(N)(=O)=O)cc2)c1,4%,-5%,20%,0%,-10%,-25%,10%
Cc1ccc(C(=O)N2CCN(c3ccc(C(F)(F)F)cn3)CC2)c(C)c1,-5%,2%,25%[38.3 µM],-9%,?,-8%,-8%
COc1cc(C(=O)OCCC(C)C)cc(OC)c1O,6%,1%,·,-10%,1%[9.22 µM],22%[10 µM],11µM*

Remaining list, next part
SMILES,GoLoco inh red,GAA spleen mod,IMPase Li inh,GAA inh,HttQ103 aggreg,HTT ATP protect,GAA glycogen
CCN(CC)CCC(C)OC(c1ccccc1)c1ccccc1 (centres undefined),-7%,3%,-3%,-3%,9%,?,1%
COc1ccc2[nH]c(=O)c(CN(Cc3cccnc3)C(=O)Nc3ccccc3)cc2c1,5%,-23%,14%[38.3 µM],0%,-12%,-26%[10 µM],0%
COc1ccc(-c2[nH]c(-c3ccc(C(=O)O)cc3)nc2-c2ccccc2)cc1,1%,27%,?,?,-28%,-42%[inhibitor],-1%
CCOC(=O)c1sc(NC(=S)NC(=O)C2CCCC2)cc1C,·,0%,·,-6%,-9%,-4%[10 µM],-13%
O=C1CC(c2ccccc2)n2nc(NS(=O)(=O)c3ccccc3)nc2N1 (centres undefined),-8%,4%,14%[38.3 µM],-4%,-12%,-21%,·
COCCNC(=O)Nc1ccc2c(c1)N(C)C(=O)CS2,22%,-1%,-7%[38.3 µM],4%,18%[9.22 µM],25%,5%
O=[N+]([O-])c1ccc(/C=N/Nc2nc(NCc3ccccc3)nc(N3CCOCC3)n2)cc1,-5%,2%,10%,-1%,6%,-7%,7%
COc1ccccc1NC(=O)O/N=C(\N)c1ccccc1,-5%,6%,·,·,-18%[9.22 µM],-15%[10 µM],-11%
CSc1nc(N)n2nc(-c3ccc(Cl)cc3)cc2n1,14%,-5%,·,·,-8%[9.22 µM],-12%[10 µM],1%
CCN(CC)C(=O)CSc1nc(N)c(-c2ccccc2)c(=O)[nH]1,8%,3%,-7%,9%,-3%[9.22 µM],5%[10 µM],4%
CN(C)CCOCCOc1ccc(Cl)cc1Br,-4%,-7%,27%,15%,10%,-16%,5%
COCCn1c(C)cc(C(=O)CSc2cc(C)c3ccccc3n2)c1C,-6%,1%,11%,-4%,-13%,34%[10 µM],-15%
S=C(Nc1cccnc1)Nc1cccc2cnccc12,1%,2%,8%,15%,-32%,-37%[inhibitor],-15%

Shown field by field: entries from further up.
COc1ccc(-c2[nH]c(-c3ccc(C(=O)O)cc3)nc2-c2ccccc2)cc1
  GoLoco inh red = 1%; GAA spleen mod = 27%; IMPase Li inh = ?; GAA inh = ?; HttQ103 aggreg = -28%; HTT ATP protect = -42%[inhibitor]; GAA glycogen = -1%
COCCNC(=O)Nc1ccc2c(c1)N(C)C(=O)CS2
  GoLoco inh red = 22%; GAA spleen mod = -1%; IMPase Li inh = -7%[38.3 µM]; GAA inh = 4%; HttQ103 aggreg = 18%[9.22 µM]; HTT ATP protect = 25%; GAA glycogen = 5%
COc1ccccc1NC(=O)O/N=C(\N)c1ccccc1
  GoLoco inh red = -5%; GAA spleen mod = 6%; IMPase Li inh = ·; GAA inh = ·; HttQ103 aggreg = -18%[9.22 µM]; HTT ATP protect = -15%[10 µM]; GAA glycogen = -11%

This is a subset (hit frequency here may not be typical).
